eLon inh: inhibitors of E. coli Lon protease, primary screen, biochemical, fluorescence polarization; P0A9M0; purified E. coli Lon protease; inhibition, % at 7.94 µM; 360,000 tested, 0.42% active; AID 602123, 2011; in the data active means inhibition above about 13%, passing the limit was not always enough;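 further: 0% = enzyme with probe and DMSO and 100% = no enzyme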
FAS TE block: FAS thioesterase domain inhibitors, primary screen, biochemical, fluorescence intensity, uHTS; 360,000 tested, 0.67% active; recombinant FAS-TE, OMFH fluorogenic substrate, fluorescence endpoint; inhibition, % at 15 µM; AID 602261, 2012; Fatty acid synthase (Homo sapiens), P49327;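 active means compounds whose normalised, plate-corrected inhibition of enzyme fluorescence in the single-dose primary screen is 50% or more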;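 further: 0% = DMSO with enzyme and 100% = substrate without enzyme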
Rin1 Abl inh: inhibitors of Rin1-Abl protein binding, primary screen, biochemical, TR-FRET. 360,000 tested, 0.4% active. inhibition, % at 7.35 µM. Tyrosine-protein kinase ABL1 (Homo sapiens) + Ras and Rab interactor 1 (Homo sapiens), …; in the data active means inhibition above about 5%, passing the limit was not always enough
Tb MetRS inh: T. brucei MetRS inhibitors, primary screen, biochemical, luminescence; methionyl-tRNA synthetase (Trypanosoma brucei brucei); purified T. brucei MetRS, ATP depletion, Kinase-Glo luminescence; inhibition, % at 11.9 µM; 360,000 tested, 0.4% active; AID 624268, 2012;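 active means inhibition above a per-plate cutoff of the control wells' mean inhibition plus 3 SD, cut at about 5.5% in these data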;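 further: 0% = DMSO wells median and 100% = median of wells with control inhibitor compound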
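Assay system: T. brucei methionyl-tRNA synthetase, purified | Medium: HEPES buffer with MgCl2, KCl, DTT, spermine, BSA, pyrophosphatase | Compound: 11.9 µM single point | Incubation: 15 min enzyme-compound preincubation, 2 h reaction, 10 min detection, 25 °C | Measured by: Kinase-Glo luciferase luminescence reporting remaining unconsumed ATP | Measure: % inhibition normalized to control-well medians | Replication: Singlicate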
MsrA act: bovine MsrA enzyme activators, primary screen, biochemical, absorbance, HTS; Methionine sulfoxide reductase A (Bos taurus); purified bovine MsrA, absorbance read-out; activation, % at 10.6 µM; 360,000 tested, 0.3% active; AID 602163, 2012; in the data active means activation above about 7.5%;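 further: 0% = vehicle and 100% = reference activator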
Neddylation inh: inhibitors of cullin neddylation, primary screen, biochemical, TR-FRET, uHTS, NAE and Ubc12; NEDD8-conjugating enzyme Ubc12 (Homo sapiens) + NEDD8-activating enzyme E1 regulatory …; calls only at 25 µM; 360,000 tested, 0.58% active; AID 651699, 2012; in the data active means inhibition above about 36%
PABP1 MLLE inh: inhibitors of PABP1 MLLE–PAM2 peptide binding, primary screen, biochemical, fluorescence polarization, FITC-PAM2, GST-MLLE; Polyadenylate-binding protein 1 (Homo sapiens), P11940; 360,000 tested, 0.36% active; inhibition, % at 20 µM; in the data active means inhibition above about 35%, passing the limit was not always enough;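 further: plate controls were DMSO wells with GST-MLLE for no effect and wells lacking GST-MLLE protein for full effect; some results filed as inactive read as strong as hits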
CSN inh: inhibitors of CSN-mediated cullin deneddylation, primary screen, biochemical, fluorescence polarization, uHTS. inhibition, % at 12.5 µM. AID 651999, 2013. Purified CSN, SCF-Nedd8-OG deneddylation. 360,000 tested, 0.38% active;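 active means pattern-corrected inhibition above about 35%, with an unprinted fluorescence ratio check between 0.5 and 1.5, limit read from the data, passing the limit was not always enough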;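 further: 0% = enzyme with substrate and 100% = substrate without enzyme; some results filed as inactive read as strong as hits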
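Assay system: purified human Csn5 enzyme expressed in HEK293T cells; Input: 0.24 nM Csn5 enzyme, final concentration; Reagent: 10 nM SCFSkp2-Nedd8OG; Compound dosing: 12.5 µM single point; Times: reaction 90 min, room temperature; Technique: fluorescence polarization readout.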
MsrA inh: bovine MsrA enzyme inhibitors, primary screen, biochemical, absorbance, HTS; AID 651718, 2012; inhibition, % at 15.5 µM; purified bovine MsrA, absorbance read-out; 360,000 tested, 0.75% active; in the data active means inhibition above about 4.5%;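 further: 0% = vehicle wells with enzyme and 100% = reference inhibitor wells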
An asterisk follows results filed as active; i = inactive; nt = not tested or not shown.

Order of values – eLon inh | FAS TE block | Rin1 Abl inh | Tb MetRS inh | MsrA act | Neddylation inh | PABP1 MLLE inh | CSN inh | MsrA inh
(1) Cn1c(=O)n(C)c2cc(N3CCCCC3)c(NC(=O)c3ccccc3)cc21
  -5 | 9 | 0 | 0.3 | -3 | i | 23 | 3 | 0.5
(2) COC(=O)c1ccc(NC(=O)C23CC4CC(C2)CC(n2cncn2)(C4)C3)cc1
  -8 | -6 | 1 | -0.2 | -3 | i | -3 | 1 | -0.6
(3) COCCn1c(-c2ccccc2)nc2ccccc21
  -3 | -7 | 2 | 0.3 | -2 | i | -2 | 0 | 1.0
(4) CN(Cc1cccs1)C(=O)CCc1ccc(S(=O)(=O)N2CCOCC2)cc1
  4 | 3 | 1 | -1.2 | -5 | i | 7 | 0 | 1.3
(5) O=C(CCSCCc1ccccn1)Nc1ccc(Br)cc1F
  -2 | -6 | -2 | 0.8 | -2 | i | 19 | 2 | -0.2
(6) Cc1cc(C(=O)O)c(CCCN)s1
  -1 | 0 | 0 | 0.2 | 0 | i | 1 | -2 | 1.0
(7) COc1ccc2[nH]c3c(c2c1)CCN1C(=O)C(CC(=O)NCCN2CCOCC2)C[C@H](C(=O)N(C(C)C)C(C)C)[C@@]31C (some centres not stated)
  4 | -7 | -1 | -0.6 | -3 | i | -5 | -1 | -0.6
(8) COc1ccc2c(CN3CCN(c4ccccc4F)CC3)cc(=O)oc2c1
  -2 | 9 | -1 | -0.2 | -3 | i | -18 | 100* | -0.2
(9) COC(=O)c1ccc(N2CCCCC2)c(NC(=O)c2ccco2)c1
  7 | 8 | 3 | -0.2 | -2 | i | -8 | 0 | 0.6
(10) CCn1c(SCC(=O)Nc2ccccc2OC)nc2ccccc2c1=O
  0 | 12 | -2 | -1.5 | -9 | i | 3 | 2 | 0.4
(11) Cc1ccc(S(=O)(=O)N(C)CC(=O)Nc2cccc(C)n2)cc1
  1 | -1 | 6 | 1.3 | -1 | i | 5 | 2 | -0.8
(12) Cc1cc(C)n2[nH]c(=O)c(N=Nc3cccc(C(F)(F)F)c3)c2n1
  2 | -3 | 0 | -0.9 | -2 | i | -10 | -4 | 0.9
(13) CC(C)(C)S(=O)(=O)N1Cc2cc(CO)cc(CCO)c2[C@@H]1CCO
  1 | -10 | 2 | 0.3 | -3 | i | 4 | -1 | -1.1
(14) O=C(COC(=O)CN1C(=O)c2ccccc2C1=O)NC1CCCC1
  0 | -8 | 2 | -0.5 | -3 | i | -5 | -1 | 0.2
(15) CCN(CC(=O)NCc1cccs1)S(=O)(=O)c1ccc([N+](=O)[O-])cc1
  0 | 52* | 2 | -0.8 | -4 | i | 1 | 3 | -0.2
(16) O=C(C1CCN(c2ncnc3c2nc2n3CCCCC2)CC1)N1CCN(c2ccc(F)cc2)CC1
  5 | 9 | -3 | -0.3 | -2 | i | 11 | 3 | -0.5
(17) Cn1c(NCc2ccccc2)cc(=O)n(C)c1=O
  -6 | -6 | -8 | 0.1 | 0 | i | 5 | -2 | 2.6
(18) CCc1nc2c(OCC(=O)c3ccc(F)cc3)cccn2c1N(C)C(=O)COc1ccccc1
  -3 | 3 | 0 | -0.2 | 1 | i | 7 | -2 | -0.1
(19) NNC(=O)COc1ccc(F)cc1
  -1 | -13 | 1 | 0.2 | -1 | i | 6 | -2 | -1.6
(20) CC(C)(C)c1ccc(C(=O)N2CCN(Cc3ccccc3)CC2)cc1
  -7 | 4 | -1 | 0.0 | -1 | i | -2 | -2 | -1.9
(21) O=C(c1ccc2nc(Cc3cccc(Cl)c3)oc2c1)N1CCC(CO)CC1
  5 | -2 | 0 | 0.4 | -2 | i | -2 | 1 | -0.2
(22) OC[C@H]1O[C@@H](c2nc3ccc(-c4nc(-c5ccc(Br)cc5)no4)cc3[nH]2)C[C@@H]1O
  -5 | 4 | -1 | 3.4 | -11 | i | 1 | 0 | 0.5
(23) O=c1c2cc(N3CCOCC3)ccc2[nH]c(=S)n1CCCN1CCCCCC1
  1 | -9 | -14 | -0.3 | -2 | nt | -12 | 2 | 2.4
(24) COC(=O)c1ccc(COC(=O)C(NC(=O)Cc2ccccc2)C(C)C)cc1 (configuration not stated)
  10 | -3 | 4 | -0.6 | -2 | i | -18 | -3 | 1.5
(25) COc1ccc(CNC(=O)C2(CC(=O)NC(C)(C)C)CCCC2)cc1
  -1 | -5 | 0 | 0.6 | -1 | i | -5 | -3 | 0.6
(26) O=C(N/N=C/c1ccncc1)c1cccc(NC(=O)c2ccc(Cl)cc2)c1
  -3 | 1 | 5 | -0.2 | -6 | i | -4 | 78* | -0.1
(27) Nc1ccccc1C(O)(Cc1ccccc1)c1ccccc1 (configuration not stated)
  -5 | 5 | 3 | -0.6 | 0 | i | 3 | 0 | 0.4
(28) COc1ccc(C(=O)N2CCCc3ccccc32)cc1OC
  -4 | 2 | -3 | -0.8 | -3 | i | -4 | 2 | 0.1
(29) C/C(=N\OCC(=O)N/N=C/c1ccccc1)c1cccs1
  -6 | 4 | 7 | -1.0 | -4 | i | -24 | -1 | -1.5
(30) CCC(=O)N1CCc2cc(Br)cc(S(=O)(=O)N3CCC(C(=O)NC(C)(C)C)CC3)c21
  1 | 3 | 6 | -0.5 | -3 | i | 6 | -1 | -0.6

Random excerpt: 2 records from the list
Order of values – eLon inh | FAS TE block | Rin1 Abl inh | Tb MetRS inh | MsrA act | Neddylation inh | PABP1 MLLE inh | CSN inh | MsrA inh
(13) CC(C)(C)S(=O)(=O)N1Cc2cc(CO)cc(CCO)c2[C@@H]1CCO
  1 | -10 | 2 | 0.3 | -3 | i | 4 | -1 | -1.1
(2) COC(=O)c1ccc(NC(=O)C23CC4CC(C2)CC(n2cncn2)(C4)C3)cc1
  -8 | -6 | 1 | -0.2 | -3 | i | -3 | 1 | -0.6

Copied from the list:
Under Rin1 Abl inh, COCCn1c(-c2ccccc2)nc2ccccc21 is listed with 2
Under Rin1 Abl inh, CCn1c(SCC(=O)Nc2ccccc2OC)nc2ccccc2c1=O is listed with -2

Following part.
Order of values – eLon inh | FAS TE block | Rin1 Abl inh | Tb MetRS inh | MsrA act | Neddylation inh | PABP1 MLLE inh | CSN inh | MsrA inh
(31) O=C(CSCc1cccc(Br)c1)N/N=C/c1ccc2c(c1)OCO2
  1 | 16 | 1 | 0.2 | -1 | i | 14 | 0 | 2.9
(32) NC(=O)c1nsc(C(=O)N(Cc2ccc(F)cc2)C(C(=O)NC2CCCC2)c2ccco2)c1N (configuration not stated)
  -5 | 4 | 2 | -0.7 | -6 | i | 9 | 2 | 3.5
(33) Cc1cc(C)nc(N2N=C(C(C)(C)C)CC2=O)n1
  -11 | -2 | 1 | -0.7 | -3 | i | 17 | 3 | 1.0
(34) CCOc1ccc(-n2c(-c3ccc(Br)cc3)c[n+]3c2CCCCC3)cc1
  -10 | -7 | 1 | 0.5 | -1 | i | -27 | -4 | 0.9
(35) CCC(C(=O)NC1CCCC1)n1c(C2CCCC2)nc2ccccc21 (configuration not stated)
  nt | nt | nt | 0.0 | nt | i | nt | 0 | -0.7
(36) Cn1ccc(NC(=O)Nc2ccc(Cl)cc2Cl)n1
  7 | -2 | -2 | -1.2 | -7 | i | -1 | 8 | -0.8
(37) Cc1nc(NC(=O)COC(=O)CCS(=O)(=O)c2ccccc2Cl)c(Cl)cc1Cl
  7 | -4 | 1 | -0.4 | 4 | i | -4 | -1 | 0.4
(38) O=C(CN(C(=O)CNS(=O)(=O)c1ccccc1)c1ccc(F)cc1)NCc1ccco1
  1 | -4 | 1 | -0.5 | -4 | i | 5 | -3 | 0.4
(39) CN(CC(=O)Nc1ccc(Cl)cc1)C(=O)CCc1ccccc1
  -5 | 2 | 3 | 20* | -3 | i | -8 | 2 | -0.6
(40) Cc1ccc(S(=O)(=O)NC(=O)CSc2nc3ccccc3s2)cc1
  -10 | -11 | -1 | -1.1 | -11 | i | -8 | 2 | -0.7
(41) Nc1ccccc1-c1nc2ccccc2[nH]1
  0 | -4 | 2 | -0.4 | -2 | nt | -19 | 3 | 1.8
(42) C=CCNC(C(=O)Nc1cccc(OC)c1)c1ccccc1 (configuration not stated)
  1 | -4 | 1 | -0.6 | -2 | i | -12 | 0 | -0.7
(43) Cc1ccc(NC(=O)CSc2nncs2)cc1Cl
  -7 | 0 | 1 | 0.1 | 0 | i | -36 | 5 | 1.4
(44) Cn1c(-c2cccc3ccccc23)n[nH]c1=S
  1 | -13 | -1 | -0.5 | -3 | i | -49 | 1 | 0.0
(45) Cc1ccc(C)c(C(C)NC(=O)C2CCCC2)c1 (configuration not stated)
  -11 | -5 | -4 | -0.4 | -1 | i | -10 | -3 | 0.8
(46) O=C(Nc1nc2nc(-c3ccccc3)cc(=O)n2[nH]1)c1ccccc1
  -1 | -4 | 2 | -0.4 | -3 | i | -3 | -3 | -0.1
(47) COc1cccc(CNC(=O)CSc2nc3ccc(C)cc3[nH]2)c1
  4 | -3 | -1 | 5.8* | -3 | i | -5 | 0 | -0.9
(48) Cc1ccc(S(=O)(=O)c2cc(Nc3ccccc3)ccc2O)cc1
  11 | 12 | 3 | 0.0 | -5 | i | -3 | 9 | -0.2
(49) CN(C)S(=O)(=O)c1ccc(Cl)c(NC(=O)c2ccncc2)c1
  -1 | -12 | 0 | 0.5 | -4 | i | 1 | -8 | -1.1
(50) CCC1=C(OC(=O)N(CC)CC)N2C(=O)OC(=NCC3CC3)[C@]2(C)[C@H]2C1=CC[C@H]1C(=O)NC(=O)[C@H]12
  -3 | -13 | 3 | 0.5 | -5 | i | -6 | 4 | -0.3
(51) COc1cc(NC(=S)N2CCC(C(O)(c3ccccc3)c3ccccc3)CC2)cc(OC)c1
  3 | 53* | 0 | -0.4 | -2 | i | -80 | -3 | 2.2
(52) C=CCSc1nc2sc3c(c2c(=O)n1CC)CCC3
  -10 | 22 | 1 | -0.6 | 5 | i | -5 | -5 | 1.3

An excerpt from above in order of formula weight, lowest first.
Order of values – eLon inh | FAS TE block | Rin1 Abl inh | Tb MetRS inh | MsrA act | Neddylation inh | PABP1 MLLE inh | CSN inh | MsrA inh
(42) C=CCNC(C(=O)Nc1cccc(OC)c1)c1ccccc1 (configuration not stated)
  1 | -4 | 1 | -0.6 | -2 | i | -12 | 0 | -0.7
(31) O=C(CSCc1cccc(Br)c1)N/N=C/c1ccc2c(c1)OCO2
  1 | 16 | 1 | 0.2 | -1 | i | 14 | 0 | 2.9
(50) CCC1=C(OC(=O)N(CC)CC)N2C(=O)OC(=NCC3CC3)[C@]2(C)[C@H]2C1=CC[C@H]1C(=O)NC(=O)[C@H]12
  -3 | -13 | 3 | 0.5 | -5 | i | -6 | 4 | -0.3

Screening results as filed in PubChem BioAssay.
